12-LOX inh: inhibitors of human 12S-lipoxygenase ALOX12 | purified 12hLO, xylenol orange hydroperoxide absorbance | Potency, µM (highest dose often 108 µM), without a hit: at the top dose activity change, negative = inhibition, usual class: inhibitors | 580,000 tested, 1.1% active; also: potency is read from the fitted curve at half-maximal effect; % is scaled to controls: 0 for no effect and ±100 for the full control effect
Target sequence (P18054 whole entry, looked up): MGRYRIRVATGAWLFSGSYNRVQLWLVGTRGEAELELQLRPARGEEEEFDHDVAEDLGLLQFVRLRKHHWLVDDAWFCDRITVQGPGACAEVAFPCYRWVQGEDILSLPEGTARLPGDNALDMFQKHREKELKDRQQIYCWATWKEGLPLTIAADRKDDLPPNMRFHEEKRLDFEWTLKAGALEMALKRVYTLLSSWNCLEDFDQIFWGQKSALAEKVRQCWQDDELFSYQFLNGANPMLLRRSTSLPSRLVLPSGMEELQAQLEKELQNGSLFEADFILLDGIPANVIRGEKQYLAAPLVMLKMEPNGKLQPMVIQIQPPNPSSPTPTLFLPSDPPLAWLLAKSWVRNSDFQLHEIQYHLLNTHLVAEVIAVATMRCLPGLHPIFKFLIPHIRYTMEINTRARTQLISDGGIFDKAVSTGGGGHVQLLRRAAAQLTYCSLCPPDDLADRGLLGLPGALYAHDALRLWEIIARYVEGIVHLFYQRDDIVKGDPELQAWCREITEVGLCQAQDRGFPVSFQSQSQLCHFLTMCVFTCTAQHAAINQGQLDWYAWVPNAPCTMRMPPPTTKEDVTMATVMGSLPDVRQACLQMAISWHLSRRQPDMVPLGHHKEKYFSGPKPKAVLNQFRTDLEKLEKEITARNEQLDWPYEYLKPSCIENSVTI
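Hydroperoxide product was detected by ferrous iron/xylenol orange as the 573 to 405 nm absorbance ratio. Arachidonic acid at 40 uM (final) was turned over for 30 min at room temperature by 150 nM human 12hLO, pH 7.0 Hepes buffer, after 15 min compound preincubation.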
ERG-DNA inh: inhibitors of human ERG Ets domain-DNA interaction | AID 624246 | Potency, µM (doses to about 76.9 µM), without a hit: at the top dose FP activity, negative = inhibition, most hits filed as inhibitors | fluorescence polarization, His-ERG Ets domain / labelled DNA | 370,000 tested, 0.028% active | P11308; active = well fitted inhibition curve with a large enough effect in the polarisation, with a control signal flat; inconclusive = small, poorly fitted or top-dose-only effect, or effect the other way, or a change in a side signal; inactive = no such curve, though single readings can be large or run the other way; the % refers to the polarisation;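 also: polarization taken with two DNA probes labelled with fluorescein and Texas red; potency is read from the fitted curve at half-maximal effect; % of control where 0% means no effect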
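His-tagged ERG Ets domain (1 uM in the protein solution; 300mM KCl, 50mM Tris-HCl, 1mM EDTA, 1mM DTT, pH 7.5) received compound, then a probe mix of 5 nM fluorescein-DNA and 100nM Texas-615-DNA. Fluorescence polarization was read for both dyes.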
Vif-A3G inh: inhibitors of Vif-APOBEC3G interaction; AID 602310; 410,000 tested, 0.076% active; HeLa A3G-eYFP + Vif (tagged APOBEC3G with the HIV-1 protein that degrades it), YFP fluorescence, overnight; Potency, µM (highest dose often 46.1 µM), for the others: at the highest dose activity, negative = active, actives largely listed as inhibitors;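 also: potency is read from the fitted curve at half-maximal effect; % is scaled to controls: 0 for no effect and ±100 for the full control effect; nearly all actives have a fitted effect of over 60% in size; hits raise eYFP signal because A3G escapes Vif-driven loss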
Target sequence (Q9HC16 whole entry, looked up): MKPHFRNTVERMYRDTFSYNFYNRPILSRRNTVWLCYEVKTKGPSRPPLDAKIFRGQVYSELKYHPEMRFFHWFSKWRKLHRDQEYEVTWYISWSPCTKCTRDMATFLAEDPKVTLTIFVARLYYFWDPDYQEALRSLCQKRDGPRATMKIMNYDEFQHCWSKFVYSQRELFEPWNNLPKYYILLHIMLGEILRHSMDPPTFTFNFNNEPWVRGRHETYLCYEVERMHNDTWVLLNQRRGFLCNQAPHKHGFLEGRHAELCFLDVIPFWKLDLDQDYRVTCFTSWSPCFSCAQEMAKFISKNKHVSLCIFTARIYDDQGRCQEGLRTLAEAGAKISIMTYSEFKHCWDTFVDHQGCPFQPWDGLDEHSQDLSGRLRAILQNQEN
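Read-out is eYFP fluorescence (Ex 488/Em 500-530) from Vif-expressing HeLa A3G-eYFP cells; more signal means A3G escaped Vif-mediated degradation. Cells plated overnight, compound pinned in, incubated overnight at 37 deg C.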
D2 antag: antagonizes the human D2 dopamine receptor; P14416; HEK293 TREx D2 cells, calcium flux, dopamine EC80; inhibition, % at 10 µM; 340,000 tested, 2% active; in the data active = inhibition above about 30%; also: 0% is about no effect
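Calcium mobilization kinetics were recorded at 1 s intervals in tetracycline-induced HEK293 T-REx D2 cells, first for 180 s after compound addition and then 180 s after EC80 dopamine.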
RGS4 inhibitor: inhibitors of human regulator of G protein signaling 4; 390,000 tested, 0.039% active; Transcreener GDP fluorescence polarization, RGS4-accelerated GTP hydrolysis; Potency, µM (top dose mostly 114 µM), for inactives: at the highest dose activity change, negative = inhibition, hits mostly inhibitors; also: potency is read from the fitted curve at half-maximal effect; % is scaled to controls: 0 for no effect and ±100 for the full control effect; nearly all actives have a fitted effect of over 75% in size; some results filed as inactive show a strong effect at the top dose
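MLSMR compounds (23 nl, pin-transferred) preincubated 10 min at room temperature with a 500nM (2x) first reagent, then RGS4 at 900nM (2x) plus Transcreener GDP mix added; fluorescence polarization (620/688 nm) read before and after 90 min at 30 °C.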
Vif-APOBEC3F blk: Vif-A3F binding inhibition | HeLa A3F-eYFP + Vif (tagged APOBEC3F with the HIV-1 protein that degrades it), YFP fluorescence increase | Potency, µM (series often up to 46.1 µM), for inactives: at the top dose activity, negative = active | 390,000 tested, 0.2% active; also: potency is read from the fitted curve at half-maximal effect; % of control where 0% means no effect; nearly all actives have a fitted effect of over 65% in size
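HeLa cells stably expressing A3F-eYFP plus Vif, plated and incubated overnight at 37 deg C, then exposed to compounds overnight at 37 deg C. Blocked degradation read as raised yellow fluorescence (Ex 488/Em 500-530).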
GRP78 ERSR act: inducers of ER stress response in human glioma cells | U87-MG GRP78 promoter luciferase reporter, 16 h | 420,000 tested, 0.02% active | Potency, µM, without a hit: top-dose activation, usual class: activators | AID 602332; also: potency is read from the fitted curve at half-maximal effect; series mostly up to about 76 µM; % of control where 0% means no effect; nearly all actives have a fitted effect of over 35% in size
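Stably transfected U87-MG human glioma cells carrying a GRP78-based luminescent sensor were seeded at 1000 cells/well, pin-dosed with compounds and incubated 16 h. Luciferase reagent was then added, and end-point luminescence was read after 10 min at room temperature.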
D2 ag: agonists of human D2 dopamine receptor. 340,000 tested, 0.53% active. HEK293 T-REx D2 cells, calcium flux agonist mode. AID 485358. activation, % at 2 µM. P14416;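 active = activation over 3 SD above normal in the single-dose calcium agonist read, cut at about 30% in these data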; also: 0% is about no effect
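In this primary screen, compounds producing a positive calcium signal within 180 s of addition to tetracycline-induced, force-coupled HEK293 Trex D2 cells are flagged; cells are dye-loaded with a no-wash calcium kit beforehand.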
LDHA inh: LDHA (human) enzyme inhibition. AID 1347041. activity change, % (values are at about 110 or 230 µM). 480,000 tested, 0.15% active. purified LDHA, NADH/diaphorase-resazurin fluorescence; hits give low values. P00338; in the data active = activity change below about -30%; inconclusive = mostly about -25% to -30%;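 also: plate controls were DMSO wells for no effect and wells without enzyme for full effect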
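Enzyme activity of human lactate dehydrogenase 5 (2 nM; 0.06 mM NADH, 0.2 mM pyruvate, 5 min, RT) is measured via a resazurin/diaphorase fluorescence readout of residual NADH.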
* = called active by the depositor; & = joins results of further samples; [ ] = another dose, or the depositor's remark. Unless noted, calls follow the shape of the dose curve; as a rule, active = well fitted curve in the direction sought with a large enough effect; inconclusive = small, poorly fitted or top-dose-only effect, or another doubt; inactive = no such curve, though single readings can be large; an effect the other way counts as inactive or inconclusive. An excerpt; count on the stated rates, not on these rows.

COc1ccc(C(CCO)NC(=O)c2cccs2)cc1OC (centres undefined) was read as 12-LOX inh -12%, ERG-DNA inh -3%, Vif-A3G inh 0%, D2 antag 7, RGS4 inhibitor 29%, Vif-APOBEC3F blk 6%, GRP78 ERSR act 2%, D2 ag 0.3 and LDHA inh -12.
For O=C(CCC(=O)N1Cc2ccccc2Oc2ncccc21)NCc1cccc(Cl)c1 the results were 12-LOX inh -29%, ERG-DNA inh 1%, Vif-A3G inh -2%, RGS4 inhibitor 4%, Vif-APOBEC3F blk 10%, GRP78 ERSR act -2%, D2 ag 1.0 and LDHA inh -5.
Screening Cc1ccc(-c2c(C)sc3nc[nH]c(=O)c23)cc1C returned 12-LOX inh 14%, ERG-DNA inh -1%, Vif-A3G inh 0%, D2 antag -3, RGS4 inhibitor 9%, Vif-APOBEC3F blk -10%, GRP78 ERSR act -2%, D2 ag 0.7 and LDHA inh -6.
Screening Clc1ccc(SCc2cn3cccnc3n2)cc1 returned 12-LOX inh -11%, Vif-A3G inh -4%, D2 antag -7, RGS4 inhibitor 7%, Vif-APOBEC3F blk -2%, GRP78 ERSR act 7%, D2 ag 0.2 and LDHA inh -4.
O=C(OCC(=O)N1CCCC1)c1ccccc1OCc1ccccc1 was read as 12-LOX inh 9%, ERG-DNA inh -6%, Vif-A3G inh 1%, D2 antag 17, RGS4 inhibitor 5%, Vif-APOBEC3F blk 3%, GRP78 ERSR act 4%, D2 ag 0.9 and LDHA inh -7.
O=C(CN1C(=O)NC2(CCc3ccccc32)C1=O)c1ccc(Cl)cc1 (centres undefined) was read as 12-LOX inh -30%, ERG-DNA inh 2%, Vif-A3G inh -10%, D2 antag -1, RGS4 inhibitor -3%, Vif-APOBEC3F blk 1%, GRP78 ERSR act 0%, D2 ag 0.1 and LDHA inh 0.
For Cc1ccc2[nH]c(=O)c3cc(C(=O)N(C)C4CCCCC4)sc3c2c1 the results were 12-LOX inh 0%, ERG-DNA inh -1%, Vif-A3G inh -12%, D2 antag -20, RGS4 inhibitor 10%, Vif-APOBEC3F blk -20%, GRP78 ERSR act -4%, D2 ag -0.4 and LDHA inh -1.
Screening Cc1ccc(-c2cn3nc(N4CCCC(C(=O)Nc5ccc(F)cc5)C4)sc3n2)cc1 (centres undefined) returned 12-LOX inh -13%, ERG-DNA inh -7%, Vif-A3G inh 6%, RGS4 inhibitor -10%, Vif-APOBEC3F blk 1%, GRP78 ERSR act -4%, D2 ag 0.5 and LDHA inh -8.
`O=c1nc2c(-c3ccccc3F)n[nH]n2c2ccccc12` gave 12-LOX inh 0%, ERG-DNA inh -11%, Vif-A3G inh -6%, RGS4 inhibitor 12%, GRP78 ERSR act -1% and LDHA inh -7.
`COc1ccc(CN(C(=O)c2ccc(C)cc2)C2CCS(=O)(=O)C2)cc1` (centres undefined) gave 12-LOX inh 14%, ERG-DNA inh 0%, Vif-A3G inh -1%, D2 antag 14, RGS4 inhibitor 16%[56.9 µM], Vif-APOBEC3F blk 0%, GRP78 ERSR act 6%, D2 ag 0.0 and LDHA inh -4.
Screening Cn1cccc1C(=O)NS(=O)(=O)c1ccccc1Cl returned 12-LOX inh -1%, ERG-DNA inh -4%, Vif-A3G inh 0%, D2 antag -14, RGS4 inhibitor 19%, Vif-APOBEC3F blk -3%, GRP78 ERSR act -7%, D2 ag -0.6 and LDHA inh -3.
Cc1cccnc1NC(=O)c1ccc(S(=O)(=O)N2CC(C)OC(C)C2)cc1 (centres undefined) was read as 12-LOX inh -1%, ERG-DNA inh 4%, Vif-A3G inh 4%, D2 antag -20, RGS4 inhibitor 12%, Vif-APOBEC3F blk 8%, GRP78 ERSR act -2%, D2 ag 0.1 and LDHA inh -4.
`O=C1COc2ccc(S(=O)(=O)NCc3ccccc3)cc2N1` gave 12-LOX inh 8%, ERG-DNA inh 13%, Vif-A3G inh 4%, D2 antag -4, RGS4 inhibitor 3%, Vif-APOBEC3F blk 15%, GRP78 ERSR act -2%, D2 ag -2.8 and LDHA inh -9.
For CNC(=O)c1ccc(NC(=O)c2cc(S(=O)(=O)N3CCOCC3)ccc2N2CCCC2)cc1 the results were 12-LOX inh 0%, ERG-DNA inh -1%, Vif-A3G inh 2%, D2 antag 22, RGS4 inhibitor 15%, Vif-APOBEC3F blk -3%, GRP78 ERSR act -5%, D2 ag 0.4 and LDHA inh -4.
`COc1ccc(C=NNC(=O)NN=Cc2ccc(OC)c(OC)c2)cc1OC` gave 12-LOX inh -10%, ERG-DNA inh 20%, Vif-A3G inh -13%, RGS4 inhibitor 5%, Vif-APOBEC3F blk -12%, GRP78 ERSR act -4% and LDHA inh -19.
Screening O=C(O)C1CCCCC1C(=O)Nc1ccc(Cl)cc1Cl (centres undefined) returned 12-LOX inh 0%, ERG-DNA inh 3%, Vif-A3G inh 0%, D2 antag -12, RGS4 inhibitor -10%, Vif-APOBEC3F blk -5%, GRP78 ERSR act -4%, D2 ag -0.5 and LDHA inh -6.
For O=C(/C=C/c1ccco1)Nc1cccnc1Cl the results were 12-LOX inh 0%, ERG-DNA inh 15%, Vif-A3G inh 1%, D2 antag -6, RGS4 inhibitor -43%, Vif-APOBEC3F blk -5%, GRP78 ERSR act -2%, D2 ag 0.2 and LDHA inh 0.
`CNC(=O)CSc1cn(CC(=O)N(C(C)C)C(C)C)c2ccccc12` gave 12-LOX inh 0%, ERG-DNA inh -7%, Vif-A3G inh 0%, D2 antag 2, RGS4 inhibitor 2%, Vif-APOBEC3F blk -4%, GRP78 ERSR act -5%, D2 ag -1.5 and LDHA inh -3.
Screening CC(c1ccccc1)N1CC(C(=O)N2CCN(Cc3ccc(C#N)cc3)CC2)CC1=O (centres undefined) returned 12-LOX inh inconclusive, ERG-DNA inh -13%, Vif-A3G inh -3%, D2 antag 19, RGS4 inhibitor -7%, Vif-APOBEC3F blk 5%, GRP78 ERSR act -3%, D2 ag 0.7 and LDHA inh -7.
For CC(C)Oc1ccc(CNC(=O)c2sc3ncccc3c2-n2cccc2)cc1 the results were 12-LOX inh -7%, ERG-DNA inh 6%, Vif-A3G inh -1%, RGS4 inhibitor -18%, Vif-APOBEC3F blk -6%, GRP78 ERSR act -4%, D2 ag -1.2 and LDHA inh -1.
Screening CN1c2c(nc(N)[nH]c2=O)NCC1CNc1ccc(C(=O)NC(CCC(=O)O)C(=O)O)cc1 (centres undefined) returned 12-LOX inh inconclusive, Vif-A3G inh 3%, GRP78 ERSR act -4%&-4% and LDHA inh -5.
For CCOC(=O)CCCSc1nc2sc(C)c(C)c2c(=O)[nH]1 the results were 12-LOX inh -17%, ERG-DNA inh 3%, Vif-A3G inh -1%, D2 antag -7, RGS4 inhibitor 18%, Vif-APOBEC3F blk -7%, GRP78 ERSR act -2%, D2 ag -0.7 and LDHA inh -4.
CC(C(=O)O)c1ccc(CC2CCCC2=O)cc1 (centres undefined) was read as 12-LOX inh 0%, ERG-DNA inh -11%, Vif-A3G inh 2%, RGS4 inhibitor 7%[56.9 µM], Vif-APOBEC3F blk -8%, GRP78 ERSR act -4%&-3%&-3% and LDHA inh -8.
O=C(OCc1cn([C@@H]2CN(C(=O)c3cccs3)[C@@H](c3ccc(Cl)cc3)C[C@H]2O)nn1)c1ccccc1 was read as 12-LOX inh 0%, Vif-A3G inh -1%, Vif-APOBEC3F blk -2%, GRP78 ERSR act -1% and LDHA inh -13.
`CCOC(=O)c1c(/N=C/C2=C(O)CC(C)(C)CC2=O)sc(C(C)=O)c1C` gave 12-LOX inh 0%, ERG-DNA inh -6%, Vif-A3G inh 5%, D2 antag -25, RGS4 inhibitor 14%, Vif-APOBEC3F blk -2%, GRP78 ERSR act 3%, D2 ag 0.2 and LDHA inh -1.
For Cc1ccc(S(=O)(=O)NNC(=O)c2sc(=S)n(C)c2C)cc1 the results were 12-LOX inh -4%, ERG-DNA inh -1%, Vif-A3G inh 0%, D2 antag 5, RGS4 inhibitor -16%, Vif-APOBEC3F blk 2%, GRP78 ERSR act 0%, D2 ag 1.0 and LDHA inh 11.
For CCN(CC)CCN(C(=O)c1ccccc1OC)c1nc2ccc(F)cc2s1 the results were 12-LOX inh -28%, ERG-DNA inh -5%, Vif-A3G inh 2%, D2 antag 30, RGS4 inhibitor 8%, Vif-APOBEC3F blk -9%, GRP78 ERSR act 0%, D2 ag 0.4 and LDHA inh 1.
Cc1nn2c(NCCCN(C)C)c3c(nc2c1-c1ccccc1)CCC3 was read as 12-LOX inh 6%, ERG-DNA inh 4%, Vif-A3G inh 1%, D2 antag 6, RGS4 inhibitor -7%, Vif-APOBEC3F blk -4%, GRP78 ERSR act -3%, D2 ag 0.9 and LDHA inh -2.
Screening COc1ccc(CCNS(=O)(=O)c2ccc(OC)cc2)cc1 returned 12-LOX inh 0%, ERG-DNA inh -13%, Vif-A3G inh -9%, D2 antag 7, RGS4 inhibitor -12%, Vif-APOBEC3F blk -6%, GRP78 ERSR act -2%, D2 ag -0.5 and LDHA inh 2.
O=C(O)c1ccc(-n2nnnc2SCc2ccccc2F)cc1 was read as 12-LOX inh 0%, ERG-DNA inh -9%, Vif-A3G inh 2%, D2 antag 37*, RGS4 inhibitor 0%, Vif-APOBEC3F blk -10%, GRP78 ERSR act -1%, D2 ag 0.6 and LDHA inh -11.
